uPA generation = inhibitors of cell surface uPA generation | cell surface uPA generation assay, qHTS | Potency, µM (highest dose often 38.3 µM), without a hit: at the top dose activity change, negative = inhibition, hits mostly inhibitors | actives 0.31% (n = 330,000); active = well fitted inhibition curve with a large enough effect; inconclusive = small, poorly fitted or top-dose-only effect; inactive = no such curve, though single readings can be large or run the other way; tested in mouse RAW 264.7 cells; also: potency is read from the fitted curve at half-maximal effect; nearly all actives have a fitted effect of over 55% in size
GALK inh = galactokinase (human) inhibition; P51570; Purified GALK, Kinase-Glo residual ATP luminescence; Potency, µM (doses to about 57.5 µM), without a hit: at the highest dose activity change, negative = inhibition, actives largely listed as inhibitors; actives 0.007% (n = 270,000); AID 1868; also: potency is read from the fitted curve at half-maximal effect
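Human GALK (5 nM) with 35 uM ATP and 100 uM galactose in 20 mM HEPES pH 8.0, 5 mM MgCl2, 60 mM NaCl, 1 mM DTT, 0.01% BSA. After 1 h at room temperature, leftover ATP was read by Kinase-Glo Plus luminescence.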
USP2a inh = blocks human ubiquitin-specific protease USP2a. actives 0.01% (n = 330,000). USP2 core, Ub-CHOP2 coupled fluorogenic reporter, 485/531. Potency, µM (top dose mostly 38.3 µM), for the others: at the top dose activity change, negative = inhibition, hits mostly inhibitors. O75604;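 also: potency is read from the fitted curve at half-maximal effect; plate controls were DMSO wells for no effect and full inhibition by NEM control for full effect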
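Deubiquitinase activity read as fluorescence (485/531 nm) after Ub-CHOP2 cleavage activates the enterokinase reporter on its substrate; USP2 core 10nM, Ub-CHOP2 and substrate 25nM each, 30min compound preincubation then 60min RT; data normalized to NEM, curves fitted.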
KCNH2 3.1 inh = blocks the human KCNH2 3.1 channel isoform; U2OS KCNH2 3.1, thallium flux FluxOr; active compounds read low; actives 0.95% (n = 340,000); activity change, % (tested at about 1.8 µM); AID 720553;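 active = maximum activity change below -70%; inconclusive = maximum activity change from -70% to -50%; inactive = maximum activity change above -50%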;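 also: thallium influx rate constant from kinetic fluorescence after stimulation buffer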
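Thallium flux read-out: FluxOr dye with Red40 quencher in HBSS/HEPES, 45 min at RT. Rate constants from kinetic reads were normalized to positive and negative DMSO controls. Cells: U2OS virally expressing the 3.1 isoform.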
PKM2 activator = increases activity of human pyruvate kinase M2; Potency, µM (top dose mostly 57.5 µM), without a hit: at the top dose activation, most hits filed as activators; P14618; actives 0.34% (n = 260,000); purified PKM2, Kinase-Glo ATP luminescence, activation; response scale: 0% is enzyme alone, no compound; AID 1631; also: potency is read from the fitted curve at half-maximal effect; nearly all actives have a fitted effect of over 55% in size
Target sequence (P14618 whole entry, looked up): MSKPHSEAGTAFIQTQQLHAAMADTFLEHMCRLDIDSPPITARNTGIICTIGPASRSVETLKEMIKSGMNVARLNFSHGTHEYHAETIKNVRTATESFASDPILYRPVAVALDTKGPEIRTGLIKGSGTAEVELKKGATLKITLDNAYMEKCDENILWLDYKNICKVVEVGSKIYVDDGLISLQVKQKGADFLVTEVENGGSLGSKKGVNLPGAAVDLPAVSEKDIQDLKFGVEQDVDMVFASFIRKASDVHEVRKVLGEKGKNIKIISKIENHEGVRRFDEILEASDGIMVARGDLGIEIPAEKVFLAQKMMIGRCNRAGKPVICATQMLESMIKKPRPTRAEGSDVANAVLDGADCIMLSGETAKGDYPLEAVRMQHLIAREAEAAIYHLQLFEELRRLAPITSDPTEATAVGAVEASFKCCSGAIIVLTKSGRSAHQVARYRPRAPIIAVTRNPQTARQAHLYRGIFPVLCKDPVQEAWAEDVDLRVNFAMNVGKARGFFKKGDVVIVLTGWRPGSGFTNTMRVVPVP
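Purified hPK-M2 (>95%) run at intermediate activity with 0.1 mM ADP and 0.5 mM PEP in 50 mM imidazole pH 7.2, KCl, MgCl2; 1 h room temperature. ATP formed read by Kinase-Glo luminescence; normalized to uninhibited and no-enzyme controls.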
Eya2 inh = Eya2 (human) phosphatase inhibition | O00167 | Potency, µM (top dose mostly 76.9 µM), inactives show at the highest dose activity, negative = inhibition, usual class: inhibitors | recombinant Eya2, OMFP fluorescence dephosphorylation (OMFP is methylfluorescein phosphate) | AID 488837 | actives 0.006% (n = 330,000); also: potency is read from the fitted curve at half-maximal effect
Target sequence (O00167 whole entry, looked up): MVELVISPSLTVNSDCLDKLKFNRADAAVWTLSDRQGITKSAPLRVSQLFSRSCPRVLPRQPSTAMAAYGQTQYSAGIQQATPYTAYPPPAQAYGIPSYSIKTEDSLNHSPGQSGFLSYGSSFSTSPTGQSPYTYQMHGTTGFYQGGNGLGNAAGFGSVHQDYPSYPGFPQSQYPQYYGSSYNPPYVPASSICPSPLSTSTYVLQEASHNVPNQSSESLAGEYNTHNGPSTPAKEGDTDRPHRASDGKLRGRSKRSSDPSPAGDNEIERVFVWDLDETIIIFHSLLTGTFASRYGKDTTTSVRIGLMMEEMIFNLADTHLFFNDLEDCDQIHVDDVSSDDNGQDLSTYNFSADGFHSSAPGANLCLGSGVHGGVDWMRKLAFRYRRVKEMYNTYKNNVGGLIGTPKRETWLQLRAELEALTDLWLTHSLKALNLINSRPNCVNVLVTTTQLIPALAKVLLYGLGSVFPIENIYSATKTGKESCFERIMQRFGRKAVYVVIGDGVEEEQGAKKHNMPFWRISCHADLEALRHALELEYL
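Eya2 (0.2 uM) preincubated 10 min at ambient with compound, then OMFP substrate added at 50 uM; 10 min reaction in 50 mM HEPES pH 7.5, 50 mM NaCl, 5 uM MgCl2, 0.05% BSA, 1 mM DTT. Fluorescence read at Ex 485/Em 525 nm.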
Giardia killer = kills Giardia lamblia | Giardia lamblia trophozoite viability | activity change, % at 7.66 µM, hits read low | AID 540267 | actives 0.15% (n = 340,000); in the data active = activity change below about -80%; inconclusive = between about -30% and that limit;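 also: parasites exposed to compound for two days anaerobically before the ATP read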
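Luminescent ATP signal served as the viability read-out, measured 15-30 min after adding ATP detection reagent to trophozoites that had been incubated with compounds for 48 hrs at 37 deg C anaerobically at 100 cells/well.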
KCNH2 WT inh = KCNH2 (human, wildtype) channel inhibition; Q12809; U2OS, BacMam KCNH2, thallium flux FluxOr; active compounds read low; activity change, % at 1.84 µM; actives 0.37% (n = 340,000);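 active = maximum activity change below -70%; inconclusive = maximum activity change between -70% and -50%; inactive = maximum activity change above -50%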
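U2OS cells transduced with wild-type KCNH2 virus are loaded with FluxOr dye for 45 min, and thallium flux is measured in kinetic reads before and after stimulation buffer. Rate constants are normalized to DMSO controls.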
B2AR arrestin = agonists driving beta-arrestin recruitment to human beta2-adrenergic receptor. P07550. beta-arrestin recruitment to beta2AR, cell-based reporter. Potency, µM (titrated, usually from 46.1 µM), inactives show top-dose activation, hits mostly activators. actives 0.02% (n = 330,000);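 also: potency is read from the fitted curve at half-maximal effect; 0% = DMSO controls and full agonism = EC100 isoproterenol or metaproterenol; nearly all actives have a fitted effect of over 65% in size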
FBPA coupling cs = coupling enzyme interference in Giardia aldolase counter-screen; AID 2472; actives 0.67% (n = 290,000); activity change, negative = inhibition, % at 58.2 µM, hits read low; coupling enzyme system counterscreen, AmpLite Red fluorescence; in the data active = activity change below about -30%
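Activity here indicates interference with the coupling reaction, not aldolase inhibition. Compounds at 57.5 uM final met coupling enzymes for 10 min at RT; substrate and AmpLite Red detection followed, with a 525/598 nm fluorescence read after 20 min.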
BCR signal inh = inhibitors of chronic active B-cell receptor signaling; Potency, µM (series often up to 46.1 µM), for inactives: at the highest dose ratio change, negative = lower green/red ratio, actives largely listed as inhibitors; ABC-DLBCL IkBa-CBG/CBR reporter, luminescence ratio, 4 h; actives 0.05% (n = 340,000); active = well fitted inhibition curve with a large enough effect in the signal ratio, with a control signal flat, not every such curve was filed as active; inconclusive = small, poorly fitted or top-dose-only effect, or effect the other way, or a change in a side signal; the % refers to the signal ratio;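 also: potency is read from the fitted curve at half-maximal effect; plate controls were basal doxycycline-induced cells for no effect and cells given 10 µM MG132 for full effect; MG132 reads +100%, hits lower the ratio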
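Doxycycline induced both beetle luciferases in TMD8 lymphoma cells; IKK-driven degradation limits the IkappaBalpha-fused green signal, while red luminescence normalises for cell number and nonspecific effects. Compounds tested up to 46 uM, 4 hrs.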
Active calls of the source: *; i = inactive; ? = inconclusive; · = not tested or not shown. Unless noted, calls follow the shape of the dose curve; as a rule, active = well fitted curve in the direction sought with a large enough effect; inconclusive = small, poorly fitted or top-dose-only effect, or another doubt; inactive = no such curve, though single readings can be large; an effect the other way counts as inactive or inconclusive. Unless noted, % is scaled to controls: 0 for no effect and ±100 for the full control effect. The order is random; about 2.4% have a hit in one of these screens.

SMILES	uPA generation	GALK inh	USP2a inh	KCNH2 3.1 inh	PKM2 activator	Eya2 inh	Giardia killer	KCNH2 WT inh	B2AR arrestin	FBPA coupling cs	BCR signal inh
CC(O/N=C/c1ccc(OC(F)F)cc1)C(=O)Nc1cccc(S(=O)(=O)N2CCOCC2)c1 (stereo not given)	-3%	-2%	1%	-6	-4%	-1%	0	23	-0.4%	-3	0%
Cc1cc(S(=O)(=O)N(Cc2ccccc2F)C2CC2)ccc1-n1cnnn1	11%	-1%	8%	-2	6%	4%	5	-4	-0.3%	2	12%
Cc1ccc(CCNC(=O)C2CCCN(S(C)(=O)=O)C2)cc1 (stereo not given)	9%	·	-1%	-9	·	8%	-15	4	0.1%	2	2%
CC(C)c1ccc(N)c(S(=O)(=O)O)c1	?	5%	3%	-6	1%	9%	-5	24	-0.2%	0	-1%
COc1ccc(Cn2c(CCC(=O)Nc3ccccc3OC)nc3cccnc32)cc1	8%	-1%	1%	-1	-5%	7%	-2	-6	0.0%	-8	?
Cc1ccc(N2CC(O)(c3cccs3)[N+]3=C2CCCC3)cc1 (stereo not given)	-3%	0%	12%	-2	2%	11%	4	19	0.1%	3	-16%
Cc1cc(NC(=O)c2cnn3c(C(F)F)cc(-c4ccccc4)nc23)no1	3%	2%	3%	15	7%	-7%	-6	13	-0.8%	0	6%
Cc1cccc(NC(=O)C2C3C=CC(O3)C2C(=O)O)c1 (stereo not given)	·	-2%	-1%	·	-1%	-5%	·	·	-0.3%	4	8%
COCCNC(=O)c1onc(CS(=O)(=O)c2cc(C)cc(C)c2)c1C(=O)NCCOC	-9%	·	0%	-1	·	-19%	-2	9	-1.0%	·	2%
O=C(O)c1cc(NCc2c(F)cccc2Cl)ccc1N1CCOCC1	·	3%	-1%	-1	2%	14%	-5	-12	0.2%	-3	-1%
COc1ccccc1NC(=S)NC(=O)CCc1ccccc1	-1%	-4%	-1%	0	-6%	-15%	-16	9	0.1%	·	1%
CCC(C)N(C)Cc1cccc(C2(O)CCN(S(=O)(=O)c3ccc(F)c(C)c3)CC2)c1 (stereo not given)	-7%	·	2%	-100*	4%	-2%	-4	-43	8.9%	-2	0%
O=C(NCCNC(=O)c1cc(OCC(F)(F)F)ccc1OCC(F)(F)F)Nc1ccc(Cl)cc1	·	3%	-2%	5	-1%	-3%	9	-15	0.0%	1	?
COc1ccc(NS(=O)(=O)c2cn(C)c(=O)n(C)c2=O)cc1	1%	6%	-1%	6	7%	6%	2	2	-0.1%	1	-1%
O=C(CCc1nnc(CCCCc2ccccc2)o1)NCCN1CCOC1=O	·	-5%	0%	7	19%	-15%	-9	-1	0.3%	-4	?
CCCCNC(=O)CCC(=O)Nc1ccc2nc(N3CCOCC3)cc(C)c2c1	0%	3%	2%	-47	3%	-23%	9	3	-0.8%	2	-2%
Cc1nc2sc(C(c3ccco3)N3CCC(C)CC3)c(O)n2n1 (stereo not given)	-5%	0%	-1%	-1	28%	-7%	-6	10	-0.8%	0	-15%
O=C(NC1CCCCC1)c1cc(-c2ccco2)on1	-6%	0%	1%	-8	-4%	6%	10	2	0.1%	2	?
Cc1c(C(=O)O)oc2ccc(S(=O)(=O)NCc3ccccc3)cc12	7%	5%	3%	-15	11%	-3%	6	3	0.5%	-1	-2%
COCCCN1C(=O)N(c2ccc(F)cc2)C(=O)C1CC(=O)Nc1ccc(OC)cc1 (stereo not given)	-1%	0%	0%	15	·	2%	8	3	-0.3%	0	?
Cc1ccc(C(=O)N2CCCCCC2)cc1S(=O)(=O)N1CCOCC1	3%	3%	0%	10	3%	7%	12	-3	-1.0%	4	0%
COc1ccc(C(=O)NCCSc2ccccn2)cc1	-5%	2%	6%	14	-4%	2%	-24	-8	-0.4%	0	19%
CCOC(=O)c1oc2ccccc2c1CN1CC(C)OC(C)C1 (stereo not given)	1%	7%	3%	-15	·	13%	12	-16	0.0%	4	-3%
COc1ccc(C(=O)CSc2nccc(=O)[nH]2)cc1	2%	0%	0%	-9	-20%	4%	2	0	0.2%	4	4%
CCCCCC(O)CCC(=O)NNC1=CC(=O)CC(C)(C)C1 (stereo not given)	2%	9%	1%	1	10%	-9%	-9	2	-0.1%	-1	1%

A draw from above in order of molar mass, low to high.
SMILES	uPA generation	GALK inh	USP2a inh	KCNH2 3.1 inh	PKM2 activator	Eya2 inh	Giardia killer	KCNH2 WT inh	B2AR arrestin	FBPA coupling cs	BCR signal inh
Cc1ccc(N2CC(O)(c3cccs3)[N+]3=C2CCCC3)cc1 (stereo not given)	-3%	0%	12%	-2	2%	11%	4	19	0.1%	3	-16%
COc1ccccc1NC(=S)NC(=O)CCc1ccccc1	-1%	-4%	-1%	0	-6%	-15%	-16	9	0.1%	·	1%
COc1ccc(NS(=O)(=O)c2cn(C)c(=O)n(C)c2=O)cc1	1%	6%	-1%	6	7%	6%	2	2	-0.1%	1	-1%
Cc1nc2sc(C(c3ccco3)N3CCC(C)CC3)c(O)n2n1 (stereo not given)	-5%	0%	-1%	-1	28%	-7%	-6	10	-0.8%	0	-15%
O=C(O)c1cc(NCc2c(F)cccc2Cl)ccc1N1CCOCC1	·	3%	-1%	-1	2%	14%	-5	-12	0.2%	-3	-1%
Cc1cc(S(=O)(=O)N(Cc2ccccc2F)C2CC2)ccc1-n1cnnn1	11%	-1%	8%	-2	6%	4%	5	-4	-0.3%	2	12%
CCCCNC(=O)CCC(=O)Nc1ccc2nc(N3CCOCC3)cc(C)c2c1	0%	3%	2%	-47	3%	-23%	9	3	-0.8%	2	-2%
COCCCN1C(=O)N(c2ccc(F)cc2)C(=O)C1CC(=O)Nc1ccc(OC)cc1 (stereo not given)	-1%	0%	0%	15	·	2%	8	3	-0.3%	0	?
CCC(C)N(C)Cc1cccc(C2(O)CCN(S(=O)(=O)c3ccc(F)c(C)c3)CC2)c1 (stereo not given)	-7%	·	2%	-100*	4%	-2%	-4	-43	8.9%	-2	0%
O=C(NCCNC(=O)c1cc(OCC(F)(F)F)ccc1OCC(F)(F)F)Nc1ccc(Cl)cc1	·	3%	-2%	5	-1%	-3%	9	-15	0.0%	1	?

2 of these compounds in a different format.
Sequence of screens: uPA generation | GALK inh | USP2a inh | KCNH2 3.1 inh | PKM2 activator | Eya2 inh | Giardia killer | KCNH2 WT inh | B2AR arrestin | FBPA coupling cs | BCR signal inh
> CCC(C)N(C)Cc1cccc(C2(O)CCN(S(=O)(=O)c3ccc(F)c(C)c3)CC2)c1 (stereo not given)
    -7% | · | 2% | -100* | 4% | -2% | -4 | -43 | 8.9% | -2 | 0%
> O=C(NCCNC(=O)c1cc(OCC(F)(F)F)ccc1OCC(F)(F)F)Nc1ccc(Cl)cc1
    · | 3% | -2% | 5 | -1% | -3% | 9 | -15 | 0.0% | 1 | ?

(further entries)
SMILES	uPA generation	GALK inh	USP2a inh	KCNH2 3.1 inh	PKM2 activator	Eya2 inh	Giardia killer	KCNH2 WT inh	B2AR arrestin	FBPA coupling cs	BCR signal inh
CC(C)(C)c1ccc(NC(=S)NCc2cccs2)cc1	-7%	-3%	-1%	-1	-1%	0%	-2	13	0.3%	1	23%
S=C(c1ccc(-c2ccccc2Cl)o1)N1CCOCC1	-8%	0%	-1%	-7	-9%	-12%	1	3	0.0%	0	?
CCCS(=O)(=O)Nc1ccc2cn[nH]c2c1	2%	9%	1%	-1	-2%	13%	-19	-3	0.2%	-3	?
O=C(Nc1ccc2c(c1)OCCO2)c1coc2ccccc2c1=O	-3%	1%	-3%	1	-25%	-4%	0	-1	-0.5%	0	1%
Cc1ccc(S(=O)(=O)N2CCC(C(=O)NNC(=O)c3ccc(F)cc3)CC2)cc1	3%	-4%	8%	-6	-1%	0%	10	3	-0.2%	1	-1%
Cc1ccc(COn2c(-c3ccc(Cl)cc3)nc3ccc([N+](=O)[O-])cc32)cc1	7%	0%	-1%	-8	-5%	12%	9	7	0.5%	-10	12%
COc1ccc(NC(=O)C2C(=O)N(C)C3(C)CC2c2ccccc2O3)cc1 (stereo not given)	0%	1%	-2%	14	7%	0%	4	5	?	-10	-4%
COCC(=O)N=Nc1c(O)[nH]c2ccccc12	12%	·	0%	1	-2%	5%	?	-2	-0.2%	0	4%
O=C(O)c1ccc(Cn2cnc3sc4c(c3c2=O)CCCC4)cc1	2%	-2%	-1%	-5	1%	0%	-19	i	-0.1%	12	?
CCn1ccnc1C(O)c1cccc2ccccc12 (stereo not given)	0%	-1%	1%	6	12%	-5%	13	11	-0.2%	-1	-1%
CCCCCCC(C)n1[nH]c(=O)c2c(C)cc(=O)[nH]c21 (stereo not given)	-2%	0%	0%	-20	?	-21%	29	12	-0.3%	0	1%
Cc1ccc(-c2nnc3n2CCCCC3)cc1	4%	4%	·	-12	1%	·	14	25	·	1	·

Bioassay records deposited in PubChem by National Center for Advancing Translational Sciences (NCATS).
